Screening results from PubChem.
TRHR ag: qHTS for Small Molecule Agonists and Allosteric Enhancers of Human TRH Receptor: Primary Screen for Agonists | Thyrotropin-releasing hormone receptor (Homo sapiens), P34981 | TRHR cells, calcium flux fluo-8, FDSS agonist mode | activation, % at 2 µM | hit rate 0.18% among 360,000 | AID 493084, 2011; in the data active means activation above about 30%; further: 0% is about no effect
Target sequence (P34981 whole entry, looked up): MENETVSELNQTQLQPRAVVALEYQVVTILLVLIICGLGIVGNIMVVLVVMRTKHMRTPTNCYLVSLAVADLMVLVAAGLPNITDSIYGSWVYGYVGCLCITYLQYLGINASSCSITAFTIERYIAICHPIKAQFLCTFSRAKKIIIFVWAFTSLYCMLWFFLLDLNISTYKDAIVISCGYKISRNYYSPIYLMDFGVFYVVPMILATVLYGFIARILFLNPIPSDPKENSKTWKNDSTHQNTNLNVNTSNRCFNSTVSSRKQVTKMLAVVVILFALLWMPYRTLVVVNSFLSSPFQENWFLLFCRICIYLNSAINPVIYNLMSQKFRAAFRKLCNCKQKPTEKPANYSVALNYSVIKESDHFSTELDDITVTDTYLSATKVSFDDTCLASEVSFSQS
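Read-out: compound-evoked intracellular calcium rise in TRHR cells, fluo-8 dye, kinetic FDSS fluorescence at 1 s/cycle following a 10-cycle baseline. Cells cultured overnight before dye loading (30 min–1.5 h, RT).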
TrxR1 substrate: qHTS Assay for Substrates of Mammalian Selenoprotein Thioredoxin Reductase 1 (TrxR1): qHTS. Thioredoxin reductase 1, cytoplasmic (Rattus norvegicus), O89049. purified TrxR1 substrate turnover, NADPH consumption readout. Potency, µM (doses to about 114 µM), inactives show at the top dose activity change, negative = substrate turnover. hit rate 0.01% among 390,000. AID 588456, 2011; further: potency means the concentration at half of the fitted maximal effect; on the % scale 0 is the no-effect control and ±100 the full control effect; nearly all actives have a fitted effect of over 50% in size
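Rat TrxR1, dispensed at 90 nM, was prereduced with 400 uM NADPH (final) for 5 min at ~22 deg C, then incubated with compound 15 min before 400 uM selenite. A first-read NADPH fluorescence drop versus no-compound background flagged substrates.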
USP1-UAF1 inh: Inhibitors of USP1/UAF1: Primary Screen; recombinant USP1/UAF1, Ub-Rhodamine cleavage fluorescence; hit rate 0.23% among 390,000; Potency, µM (titrated, usually from 57.1 µM), for inactives: top-dose activity change, negative = inhibition, usual class: inhibitors; Ubiquitin carboxyl-terminal hydrolase 1 (Homo sapiens), O94782; further: potency means the concentration at half of the fitted maximal effect; on the % scale 0 is the no-effect control and ±100 the full control effect; nearly all actives have a fitted effect of over 60% in size; inactives centre near -12
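USP1/UAF1 complex at 1 nM was preincubated with compound for 15 min at room temperature, then Ub-Rho substrate (150nM final) was added. Fluorescence (480/540 nm) was read kinetically, 6 reads every 60 seconds.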
rTrxR1 inhibitor: qHTS Assay for Inhibitors of Mammalian Selenoprotein Thioredoxin Reductase 1 (TrxR1): qHTS | Thioredoxin reductase 1, cytoplasmic (Rattus norvegicus), O89049 | recombinant rTrxR1, NADPH fluorescence consumption, selenite substrate | Potency, µM (titrated, usually from 114 µM), without a hit: at the top dose activity change, negative = inhibition, usual class: inhibitors | hit rate 1% among 390,000 | AID 588453, 2011; further: potency means the concentration at half of the fitted maximal effect; on the % scale 0 is the no-effect control and ±100 the full control effect; nearly all actives have a fitted effect of over 65% in size
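Rat TrxR1 (90 nM in the dispensed reagent) was pre-reduced with 400 uM NADPH for 5 min at room temperature, then incubated with compound for 15 min. After 400 uM selenite was added, NADPH fluorescence (Ex 340/Em 450 nm) was followed for 8 min.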
Pin1 inhibitor: qHTS Assay to Find Inhibitors of Pin1 | AID 504891, 2011 | Pin1 FP peptide displacement, HiFluor488, 10 min | Potency, µM (highest dose often 115 µM), without a hit: at the highest dose activity, negative = inhibition, hits mostly inhibitors | Peptidyl-prolyl cis-trans isomerase NIMA-interacting 1 (Homo sapiens), Q13526 | hit rate 0.009% among 390,000; active means well fitted inhibition curve with a large enough effect in the polarisation, with a control signal flat, not every such curve was filed as active; inconclusive means small, poorly fitted or top-dose-only effect, or effect the other way, or a change in a side signal; inactive means no such curve, though single readings can be large or run the other way; the % refers to the polarisation; further: potency means the concentration at half of the fitted maximal effect; on the % scale 0 is the no-effect control and ±100 the full control effect
Target sequence (Q13526 whole entry, looked up): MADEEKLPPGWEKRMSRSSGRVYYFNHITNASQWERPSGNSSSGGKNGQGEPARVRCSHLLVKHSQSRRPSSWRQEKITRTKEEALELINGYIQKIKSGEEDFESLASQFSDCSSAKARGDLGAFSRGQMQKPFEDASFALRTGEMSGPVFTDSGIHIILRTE
D2 antag: HTS Assay for Allosteric Antagonists of the Human D2 Dopamine Receptor: Primary Screen for Antagonists; D(2) dopamine receptor (Homo sapiens), P14416; HEK293 TREx D2 cells, calcium flux, dopamine EC80; inhibition, % at 10 µM; hit rate 2% among 340,000; AID 485344, 2010; in the data active means inhibition above about 30%; further: 0% is about no effect
Target sequence (P14416 whole entry, looked up): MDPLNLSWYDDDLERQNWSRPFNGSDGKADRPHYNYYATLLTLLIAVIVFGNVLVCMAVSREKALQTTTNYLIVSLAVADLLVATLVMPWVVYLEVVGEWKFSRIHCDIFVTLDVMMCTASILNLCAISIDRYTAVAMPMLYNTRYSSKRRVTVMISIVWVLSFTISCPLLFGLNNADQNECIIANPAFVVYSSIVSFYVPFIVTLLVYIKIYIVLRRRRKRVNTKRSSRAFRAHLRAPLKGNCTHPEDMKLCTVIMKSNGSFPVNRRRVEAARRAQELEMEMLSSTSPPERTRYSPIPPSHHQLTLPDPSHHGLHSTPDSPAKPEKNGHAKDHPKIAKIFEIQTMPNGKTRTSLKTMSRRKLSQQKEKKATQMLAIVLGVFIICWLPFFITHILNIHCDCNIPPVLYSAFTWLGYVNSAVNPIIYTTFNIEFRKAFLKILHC
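Antagonism is scored as inhibition of an EC80 dopamine-evoked calcium signal in a force-coupled, tetracycline-inducible HEK293 T-REx D2 line, with compound present 180 s before agonist.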
D2 agonist: HTS Assay for Allosteric Agonists of the Human D2 Dopamine Receptor: Primary Screen for Agonists; activation, % at 2 µM; D(2) dopamine receptor (Homo sapiens), P14416; hit rate 0.53% among 340,000; HEK293 T-REx D2 cells, calcium flux agonist mode; AID 485358, 2010;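 active means activation over 3 SD above normal in the single-dose calcium agonist read, cut at about 30% in these data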; further: 0% is about no effect
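Agonism is scored from calcium flux in a force-coupled, inducible HEK293 cell line expressing D2, read kinetically for 180 s after compound addition against dopamine controls.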
TRHR PAM: qHTS for Small Molecule Agonists and Allosteric Enhancers of Human TRH Receptor: Primary Screen for Enhancers; enhancement, % at 2 µM; AID 493056, 2011; Thyrotropin-releasing hormone receptor (Homo sapiens), P34981; TRHR cells, fluo-8 calcium fluorescence, EC20 TRH enhancement; hit rate 0.66% among 360,000; in the data active means enhancement above about 30%; further: 0% is about no effect
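TRHR-expressing cells loaded with fluo-8 calcium dye were read kinetically (ex 480/em 530) during compound addition, then stimulated with an EC20 of TRH (10 nM final). Enhancement of the Gq-mediated intracellular calcium response was scored.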
IDH1 R132H inh: qHTS for Inhibitors of mutant isocitrate dehydrogenase 1 (IDH1): qHTS. Isocitrate dehydrogenase [NADP] cytoplasmic (Homo sapiens), O75874. Potency, µM (doses to about 76.6 µM), for the others: top-dose activity change, negative = inhibition, most hits filed as inhibitors. IDH1-R132H enzyme, NADPH consumption, diaphorase/resazurin fluorescence. hit rate 0.093% among 390,000; further: potency means the concentration at half of the fitted maximal effect; on the % scale 0 is the no-effect control and ±100 the full control effect; nearly all actives have a fitted effect of over 65% in size
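IDH1-R132H (0.5 ug/mL dispensed) in pH 7.5 Tris buffer was preincubated 30 min with compound, then given a substrate mix of 0.016 mM NADPH and 2 mM alpha-KG for 80 min at room temperature; remaining NADPH was read by diaphorase/resazurin fluorescence.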
Active calls of the source: *; ? = inconclusive; nt = no result given; & = joins results of further samples; [ ] = dose if it differs, or a comment. Unless noted, the call rests on the fitted dose curve; in most records, active means well fitted inhibition curve with a large enough effect; inconclusive means small, poorly fitted or top-dose-only effect; inactive means no such curve, though single readings can be large or run the other way. Only part of the results is shown; count on the stated rates, not on these rows.

SMILES	TRHR ag	TrxR1 substrate	USP1-UAF1 inh	rTrxR1 inhibitor	Pin1 inhibitor	D2 antag	D2 agonist	TRHR PAM	IDH1 R132H inh
Cc1cc(OCCN2CC2)c2ccccc2n1	0.3	nt	nt	nt	nt	-6	3.6	11	nt
Cc1cc(C)c(C(=O)N2CCC3(CC2)OCCO3)c(C)c1	1.2	0%[57.1 µM]	-29%	7%[57.1 µM]	-6%	-7	0.7	-7	0%
CCN1C(=O)C(=Cc2cc(C)n(C3CC3)c2C)C(=O)N(CC)C1=S	2.4	-6%	-22%	?	?	nt	nt	-2	4%
COc1ccc2c(c1)[C@@]13CCC=C[C@H]1[C@@H](C2)NCC3	0.5	5%	-22%	14%	-2%	nt	nt	-3	-8%
O=C(NCc1cccnc1)Nc1ccccc1Cl	0.0	2%	-4%	8%	-3%	nt	nt	25	-5%
OC(c1ccc(F)cc1)C(c1ccccc1)N1CCOCC1 (stereo not given)	0.3	1%	-20%	4%	-1%	16	-0.8	2	7%
CC(C)COC(=O)c1ccccc1C(=O)OCC(C)C	-1.1	-10%[57.1 µM]	-12%	-18%[57.1 µM]	-6%	4	-0.3	-3	1%
O=c1[nH]c(=S)[nH]c(O)c1N=Nc1ccc2c(c1)OCCO2	1.6	-19%	?	?	?	-3	1.7	-4	0%
CC1CCCC(NC(=O)COC(=O)Cc2ccccc2)C1C (stereo not given)	1.2	-11%	-4%	1%	-1%	1	-0.3	3	6%
C=CCn1c(O)c(C(CC)=NCCc2c[nH]c3ccccc23)c(=O)[nH]c1=O	-0.9	3%	-26%	13%	3%	3	2.8	4	1%
C[C@H]1COC(=O)[C@@H](Cc2ccc(F)cc2)CC/C=C/C[C@H](CC(=O)N(CCO)Cc2ccccc2)C(=O)N1	nt	-2%	-17%	13%	-3%	nt	nt	nt	-8%
CC1([N+](=O)[O-])COP(=O)(Nc2ccc(Cl)cc2)OC1 (stereo not given)	nt	2%[11.4 µM]	-4%	-2%[11.4 µM]	-3%	nt	nt	nt	5%
O=c1c2ccccc2nc(-c2ccccc2)n1-c1ccccc1O	0.0	4%	-22%	19%	3%	nt	nt	-3	0%
CN1C(=O)CC(c2ccccc2)Nc2ccccc21 (stereo not given)	-0.5	7%[57.1 µM]	-15%	15%[57.1 µM]	-2%	-5	-0.1	0	1%
CSc1nc2ccccc2c(=O)n1-c1cccnc1	-0.5	4%[57.1 µM]	2%	16%[57.1 µM]	-2%	-12	0.0	1	-5%
O=P(Nc1cccnc1)(Oc1ccccc1Cl)Oc1ccccc1Cl	-0.1	-11%	-7%	-12%	0%	0	-1.5	0	0%
NC(=O)c1cc([N+](=O)[O-])cc([N+](=O)[O-])c1	nt	5%	-23%	22%	1%	nt	nt	nt	27%
C=C1C/C(=C/C)C(=O)O[C@@H]2CCN3CC=C(COC(=O)[C@]1(C)O)[C@H]23	-0.3	-4%	-10%	8%	8%	4	-0.3	2	-3%
COC1=C(OC)[C@]23CCc4ccc(OC)c(OC)c4[C@]2(CCN3C)CC1=O	nt	-3%	-9%	0%	-2%	nt	nt	nt	1%[38.3 µM]
CCCCCCC[n+]1ccc(-c2cc[n+](CCCCCCC)cc2)cc1	0.1	-4%&7%	-4%	-9%&7%	2%	-4	0.6	1	0%
CC1([N+](=O)[O-])COP(=O)(Nc2cccc(Cl)c2)OC1 (stereo not given)	nt	7%[11.4 µM]	-20%	14%[11.4 µM]	-1%	nt	nt	nt	5%
C[C@]12CC[C@H](O)CC1=CC(=O)C1C2CC[C@]2(C)C(=O)[C@H](O)CC12 (stereo not given in full)	nt	14%[57.1 µM]	4%	25%[57.1 µM]	-5%	nt	nt	nt	6%
O=c1[nH]c(=O)n(-c2ccccc2Cl)c(O)c1C=NCCN1CCCCC1	0.5	5%	-10%	9%	0%	26	0.9	1	-1%
Cc1ccc(N(C)C(=O)Oc2cccc3cccnc23)cc1	-0.2	-13%	-12%	-12%	0%	8	0.8	-5	9%
Clc1cccc(Cl)c1CN1CCN(c2ccccc2)CC1	0.4	5%	-7%	13%	0%	-11	7.9	10	9%
CC(=O)[C@H]1CC[C@H]2[C@@H]3CC=C4C[C@@H](OS(=O)(=O)O)CC[C@]4(C)[C@H]3CC[C@]12C	nt	4%	-20%	8%	-3%	nt	nt	nt	40µM*
CNC(=O)Oc1ccccc1C1CCCCC1	nt	7%[57.1 µM]	-22%	-3%[2.29 µM]	-6%	nt	nt	nt	0%
c1ccc2sc(C3CCCNC3)nc2c1 (stereo not given)	0.7	0%[57.1 µM]	-10%	?	0%	-23	0.7	-2	18%
O=C(NCc1ccc(Cl)cc1)C(=O)NCC(c1cccnc1)N1CCN(c2ccccc2)CC1 (stereo not given)	0.1	-3%	?	11%	8%	nt	0.0	-8	0%
N#Cc1ccccc1Cn1cc(C(=O)c2ccco2)c2ccccc21	-0.8	-14%	-8%	-17%	5%	-28	0.9	14	-5%
CCOP(=O)(OCC)C(NC(C)=O)C(Cl)(Cl)Cl (stereo not given)	1.6	12%[57.1 µM]	4%	30%[57.1 µM]	0%	-19	0.1	-6	13%
Cc1cc(OC(=O)CCCNC(=O)OC(C)(C)C)c2c3c(c(=O)oc2c1)CCC3	-0.4	0%	-6%	2%	-12%	1	-1.3	-5	9%
COc1ccc(CCNC(=O)c2cnc3sc(N4CCCCCC4)nn3c2=O)cc1	-0.7	88%[activator]	-12%	-4%	0%	nt	nt	-3	-4%
CN1C(=O)C(=Cc2cn(CC(=O)N3CCCC3)c3ccccc23)C(=O)N(C)C1=O	0.3	2%	-14%	8%	?	30*	-0.9	-1	1%
O=c1[nH]c(=S)n(Cc2ccc(F)cc2)c(O)c1C=NCC1CCCO1 (stereo not given)	-0.7	-11%	-21%	-7%	-1%	9	-0.5	-7	0%
O=C(CCC(=O)N1CCOc2ccc(Cl)cc21)N1CCC2(CC1)OCCO2	-0.7	9%	-20%	23%	4%	-7	-1.3	1	-2%
COc1ccc(-n2nc(C(=O)NCC(=O)N3CCC4(CC3)OCCO4)c3ccccc3c2=O)c(OC)c1	-0.7	1%[57.1 µM]	-21%	10%[57.1 µM]	-9%	18	-0.5	-3	-1%
CC(C)(C)N(NC(=O)c1ccccc1)C(=O)c1ccccc1	nt	11%	-10%	21%	-4%	nt	nt	nt	3%
Cc1cccc(CN2CCCC(C(=O)c3ccc4c(c3)OCO4)C2)n1 (stereo not given)	0.4	-3%[57.1 µM]	-11%	-2%[57.1 µM]	2%	-29	0.6	24	-6%
Fc1ccc(CCNCc2ccc(Cl)c(Cl)c2)cc1	0.8	7%	-4%	14%	9%	-3	0.2	3	-2%
COC(=O)c1c(C)[nH]c(C(=O)C(Cc2ccccc2)N(C)C)c1C (stereo not given)	0.5	-2%	-5%	-7%	0%	18	0.5	-7	-3%
O=P(Oc1ccccc1)(Oc1ccccc1)C(O)c1ccc(Cl)cc1 (stereo not given)	0.1	-3%	?	2%	-3%	3	0.1	2	13%
Cc1c(C(=O)NCCC2=CCCCC2)oc2ccc(S(=O)(=O)N3CCC4(CC3)OCCO4)cc12	0.8	-3%	-4%	11%	20%	21	0.8	-1	-3%
COC1C(OC(=O)c2ccc(C)[nH]2)C(O)C(Oc2ccc3c(O)c(NC(=O)c4ccc(O)c(CC=C(C)C)c4)c(=O)oc3c2Cl)OC1(C)C (stereo not given)	-0.6	-4%	-7%	-8%	?	-27	-2.1	-7	14%
CCOc1ccc(C2c3c(-c4ccccc4O)n[nH]c3C(=O)N2Cc2ccncc2)cc1 (stereo not given)	-1.8	-3%	-27%	5%	6%	nt	1.6	1	?
CCN1CCN(Cc2cc(C(C)(C)C)c(O)c(C(C)(C)C)c2)CC1	0.1	nt	nt	nt	nt	46*	-1.2	-4	nt
Cc1cc(OCC(=O)Nc2c(C)n(C)n(-c3ccccc3)c2=O)c2c3c(c(=O)oc2c1)CCC3	0.0	nt	nt	nt	nt	-4	0.5	-3	nt
c1ccc2sc(C3CCNCC3)nc2c1	-0.1	13%[57.1 µM]	-14%	-19%	1%	0	0.8	11	14%
C=CCn1c(=O)/c(=C\c2ccccn2)s/c1=C(/C#N)C(=O)NCC1CCCO1 (stereo not given)	46*	10%	-10%	-2%[57.1 µM]	?	4	1.9	-10	19%
COC(=O)C1=C(c2ccccc2OCc2ccccc2)C[C@@H]2CC[C@H]1N2C(=O)NC1CCN(Cc2ccccc2)CC1	0.6	7%[57.1 µM]	4%	8%[57.1 µM]	-1%	59*	-0.3	1	4%
COC(=O)C1=C(c2ccccc2)C[C@@H]2CC[C@H]1N2C(=O)N1CCC(O)CC1	nt	7%	-15%	-1%[57.1 µM]	-1%	nt	nt	nt	-2%
